Assay outcomes (PubChem)
bub3: NCI yeast anticancer drug screen, S. cerevisiae bub3 mutant strain. actives 9.9% (n = 78,000). growth inhibition, % at 50 µM. AID 167, 2004;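 also: 0% = growth of vehicle-only cultures of the same strain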
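Readout: yeast growth inhibition, expressed relative to vehicle-only wells. The test organism is a mutant strain from a panel with lesions in DNA repair or checkpoint genes.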
rad50: NCI yeast anticancer drug screen, S. cerevisiae rad50 strain; growth inhibition, % at 50 µM; actives 10% (n = 79,000); AID 155, 2004;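 also: 0% = growth of vehicle-only cultures of the same strain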
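Vehicle-treated cultures provide the reference for the growth inhibition reported for compound-exposed, repair-deficient yeast.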
cln2 rad14: NCI yeast anticancer drug screen, S. cerevisiae cln2 rad14 strain | % growth inhibition at 50 µM | actives 8.3% (n = 78,000);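 also: 0% = growth of vehicle-only cultures of the same strain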
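Test compounds were added to cln2 rad14 yeast cultures; inhibition of growth was then determined by comparison with vehicle treatment.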
yeast mlh1 rad18: NCI yeast anticancer drug screen, S. cerevisiae mlh1 rad18 strain | actives 11% (n = 79,000) | AID 175, 2004 | % growth inhibition at 50 µM;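 also: 0% = growth of vehicle-only cultures of the same strain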
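Steps: expose repair-defective yeast to compound; measure growth; express inhibition against vehicle-treated controls.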
yeast mec2-1: NCI yeast anticancer drug screen, S. cerevisiae mec2-1 strain. actives 9% (n = 79,000). growth inhibition, % at 50 µM;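 also: 0% = growth of vehicle-only cultures of the same strain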
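Strain: mec2-1 (DNA repair/cell cycle alteration). Compound exposure, then growth measured; inhibition expressed relative to vehicle.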
sgs1 mgt1: NCI yeast anticancer drug screen, S. cerevisiae sgs1 mgt1 strain | actives 10% (n = 78,000) | AID 161, 2004 | % growth inhibition at 50 µM;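 also: 0% = growth of vehicle-only cultures of the same strain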
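Yeast cells carrying a defined DNA-repair defect were exposed to test compounds. Growth inhibition was measured relative to vehicle-treated controls.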
An asterisk follows results filed as active; x = not tested or not shown; & = joins results of further samples. Rule as the data show it: active = growth inhibition above about 70%; inactive = the rest.

SMILES	bub3	rad50	cln2 rad14	yeast mlh1 rad18	yeast mec2-1	sgs1 mgt1
CC1CN1c1nc(N2CC2C)nc(N2CC2C)n1 (stereo unspecified)	-19	-7	-2	-11	14	-3
O=C(O)C(=O)O.[Ru].c1cnc2c(c1)ccc1cccnc12.c1cnc2c(c1)ccc1cccnc12	-2	25	5	5	-11	3
COc1cc(NC(=O)Oc2ccc([N+](=O)[O-])cc2)ccc1S(=O)(=O)F	33	2	-2	19	36	32
CCOC(=O)C1=C(C(=O)OCC)C2(c3ccccc3)N(O1)c1ccccc1C2(C)C (stereo unspecified)	44	63	43	15	28	80*
CCOC(=O)CC1=N/C(=N/C(=N)N[N+](=O)[O-])SC1	15	7	8	16	-5	10
O=C(O)CP(=O)(O)O	6&-27	6&-19	-19&-2	-3&1	10&-8	2&-21
CC12CCC3C4CCC(=O)C=C4CCC3C1CC1CC(=O)OC12 (stereo unspecified)	12	-4	-8	-3	1	0
CO/C=C/c1ccc2c(c1)OCO2	13	35	10	-11	26	17
c1cc2c(c(NC3=NCCO3)c1)CCCC2	39&-5	6&3	0&-46	-6&-1	-2&1	6&-2
O=C(NP1(=O)NCc2ccccc2CN1)OC1CCCCC1	7	7	14	-2	1	2
COc1ccc(CCN2CCOCC2)cc1	34	32	9	34	2	48
CC(C)NCC(O)c1ccc(O)c(O)c1.[Pt].c1ccc([PH+](c2ccccc2)c2ccccc2)cc1.c1ccc([PH+](c2ccccc2)c2ccccc2)cc1	99*	99*	98*	99*	99*	99*
CC(=O)OC1CCC2(C)C(=CC=C3C4CCC(=O)C4(C)CCC32)C1 (stereo unspecified)	34&35	9&6	3&3	10&22	37&45	4&-5
CCC(CC(C#N)(c1ccccc1)c1ccccc1)N(C)C (stereo unspecified)	50	7	10	32	10	28
CC1CN1C1=C(Br)C(=O)C(N2CC2C)=C(Br)C1=O (stereo unspecified)	62	74*	-3	80*	23	84*
c1ccc2c(c1)Cc1c-2ccc2ccccc12	-13	-34	2	-42	-60	-35
C=CCC1(C/C=C/C)C(=O)NC(=O)NC1=O	-6	4	13	1	0	2
C[CH2][Pb]([CH2]C)([CH2]C)[O]C(C)=O	82*	85*	53	77*	76*	87*
COC(=O)C1(Br)CC12c1ccccc1-c1ccccc12 (stereo unspecified)	2	12	-31	23	1	-2
c1cc(C[N+]23CN4CN(CN(C4)C2)C3)cs1	2	-6	-8	-14	14	4

Molecules above with a COOH group (2):
SMILES	bub3	rad50	cln2 rad14	yeast mlh1 rad18	yeast mec2-1	sgs1 mgt1
O=C(O)C(=O)O.[Ru].c1cnc2c(c1)ccc1cccnc12.c1cnc2c(c1)ccc1cccnc12	-2	25	5	5	-11	3
O=C(O)CP(=O)(O)O	6&-27	6&-19	-19&-2	-3&1	10&-8	2&-21

Further results follow.
SMILES	bub3	rad50	cln2 rad14	yeast mlh1 rad18	yeast mec2-1	sgs1 mgt1
S=C(N/N=C/c1ccc2c(c1)OCO2)NC1CN2CCC1CC2 (stereo unspecified)	29	9	6	-16	-6	2
COc1ccc2c(c1)CCC1C2CCC2(C)C1CCC21CCNP(=O)(N(CCCl)CCCl)O1 (stereo unspecified)	22	72*	23	39	31	72*
O=c1cccc2n1C[C@H]1C[C@@H]2CN2CCCC[C@H]12	3	-7	15	0	-23	-4
O=c1[nH]c(=O)[nH]c(=O)[nH]1	1	26	-43	28	-16	-13
CCCCNC(=O)CCl	9	13	0	14	14	9
CN(C)CCC(C(=O)CBr)(c1ccccc1)c1ccccc1	-14	3	1	4	4	2
OC(c1ccccc1)(c1ccccc1)c1ccncc1	11	-4	-11	-8	-18	12
Cc1ccc(C2C3C(c4ccccc4)=NC=CC(c4ccccc4)N32)cc1 (stereo unspecified)	7	8	8	-7	3	7
CCCCCCCNC(c1ccccc1)C(O)c1ccccc1 (stereo unspecified)	2	8	-40	-3	10	12
CCC1(CCC(C)C)C(=O)NC(=NCCCC(N)C(=O)O)NC1=O (stereo unspecified)	3	11	30	13	0	8
C[C@H](O)[C@H]1/C=C/C=C\C(=O)O[C@@H]2C[C@H]3O[C@@H]4[C@@H]5O[C@]5(C)CCC4(COC(=O)[C@H]4O[C@]4(C)[C@@H](O)CO1)[C@]2(C)[C@]31CO1 (stereo partly specified)	34	47	43	36	43	10
CC(=O)OC1CC2(O)C(CCC3(C)C(c4ccc(=O)oc4)CCC32O)C2(C)CCC(OC3OC(CO)C(O)C(O)C3O)C=C12 (stereo unspecified)	13	29	14	10	7	1
O=C(O)c1cc(Cc2ccc(O)c(C(=O)O)c2)ccc1O (tested in a mixture with another compound)	73*	43	14	74*	27	85*
CCCCCCCC[As](=O)(O)CCCCCCCC	-1	-3	-7	-10	0	21
N#CCCSP(=S)(Oc1ccccc1)Oc1ccccc1	0	14	11	8	0	18
CCOc1ccc([N+](=O)[O-])cc1CNCCBr	-3	3	-22	12	-1	0
Cc1ccc(C(=O)C2C(c3ccccc3)N2Cc2ccccc2)cc1 (stereo unspecified)	31	14	-10	15	8	35
CN1C(=O)C23CC4=CC=CC(O)C4N2C(=O)C1(CO)SS3 (stereo unspecified)	94*	93*	92*	94*	95*	93*
CC[C@@H](C)C(=O)O[C@H]1[C@H](O)[C@H]2[C@@H](CN3C[C@@H](C)CC[C@H]3[C@@]2(C)O)[C@@H]2CC34O[C@]5(O)[C@@H](OC(=O)[C@@](C)(O)CC)CC[C@@]3(C)[C@@H]5[C@@H](OC(C)=O)[C@@H](OC(C)=O)[C@H]4[C@@]21O	17	11	1	34	8	3
C/C=C1\CN2CCC1CC2C(O)c1ccnc2ccc(O)cc12 (stereo unspecified)	x	-4	x	32	-14	x

Part of the list above, showing only cln2 rad14.
smiles | cln2 rad14
CC(C)NCC(O)c1ccc(O)c(O)c1.[Pt].c1ccc([PH+](c2ccccc2)c2ccccc2)cc1.c1ccc([PH+](c2ccccc2)c2ccccc2)cc1 | 98*
CC(=O)OC1CCC2(C)C(=CC=C3C4CCC(=O)C4(C)CCC32)C1 (stereo unspecified) | 3&3
CCC(CC(C#N)(c1ccccc1)c1ccccc1)N(C)C (stereo unspecified) | 10
CC1CN1C1=C(Br)C(=O)C(N2CC2C)=C(Br)C1=O (stereo unspecified) | -3
c1ccc2c(c1)Cc1c-2ccc2ccccc12 | 2
C=CCC1(C/C=C/C)C(=O)NC(=O)NC1=O | 13

Random excerpt: 2 records from the list
SMILES	bub3	rad50	cln2 rad14	yeast mlh1 rad18	yeast mec2-1	sgs1 mgt1
c1ccc2c(c1)Cc1c-2ccc2ccccc12	-13	-34	2	-42	-60	-35
CCCCCCCC[As](=O)(O)CCCCCCCC	-1	-3	-7	-10	0	21

Following part
SMILES	bub3	rad50	cln2 rad14	yeast mlh1 rad18	yeast mec2-1	sgs1 mgt1
CC1=CC(=O)[C@@H](O)[C@]2(C)[C@H]3[C@@]4(O)OC[C@]35[C@H]([C@@H](C)[C@H]4O)[C@@H](O)C(=O)O[C@@H]5C[C@@H]12	15	42	30	36	10	36
COc1ccc(CO)cc1O	-10	18	-10	-5	-5	-9
O.O=C(O)C(=O)O.[NH2-].[Zn]	-2	-15	35	-2	9	-6
O=C(Nc1cccc(O)c1)C(=O)C1C(=O)NC(=S)NC1=O	-2	5	15	-2	-12	-13
CC(=O)OC1CC(OC2C(O)CC(OC3C(O)CC(OC4CCC5(C)C(CCC6C5CCC5(C)C(C7=CC(=O)OC7)CCC65O)C4)OC3C)OC2C)OC(C)C1OC1OC(CO)C(O)C(O)C1O (stereo unspecified)	13	21	3	29	-7	8
CCCN(CCC)C(=O)CCl	-5	-5	3	9	5	6
O=[N+]([O-])C1(Cl)CCC(Cl)([N+](=O)[O-])CC1 (stereo unspecified)	-15	6	-23	-18	-6	-2
CCOC(=O)c1cc2c(cn1)[nH]c1ccccc12	27	41	0	17	34	43
CNC1CCCCC1	13	0	1	13	-3	-11
NCC(O)CSP(=O)(O)O (stereo unspecified)	-4	-11	24	-1	-10	-19
C(=NCCN1CCOCC1)=NC1CCCCC1	-58	-22	-21	-16	-3	-11
O=c1cc(N2CCNCC2)nc2ccccn12	7	3	1	6	4	5
COc1ccccc1[As]=O (stereo unspecified)	99*	99*	99*	99*	100*	100*
O=C(CCl)OC1CCCC1	-13	1	23	3	13	8
[C-]#[O+].[Cl][Ru]([Cl])([Cl])([Cl])[Cl]	11	-7	-7	2	-9	35
Cc1nn(C)pc1P(C)(=S)n1nc(N(C)C)np1 (stereo unspecified)	-8	-3	0	-8	-19	1
CC(C)CC(=O)[O-].CC(C)CC(=O)[O-].N.N.N.N.[Co+3].[O-][Cl+3]([O-])([O-])O.[O-][Cl+3]([O-])([O-])[O-]	-16	-24	-21	-15	-6	-42
COc1cc(C(=O)OC2CC34CCNC35CC(OC5(OC)C2O)c2cc3c(cc24)OCO3)ccc1O (stereo unspecified)	-5	8	-1	-92	18	-9
CC[C@@]1(O)C(=O)OCc2c1cc1n(c2=O)Cc2cc3c(OC)cccc3nc2-1	71*	84*	64	79*	89*	82*
CCCCCC(=O)c1c(O)cc2c(c1O)C(=O)c1c(O)cc(O)cc1C2=O	8	10	10	-6	2	6
C=C1CCC2CC1C2(C)C (stereo unspecified)	-7&0&10	-4&14&6	3&-27&9	-10&3&21	-15&-4&1	-30&-7&6
O=[N+]([O-])c1cc(S(=O)(=O)F)ccc1S	92*	91*	87*	96*	78*	89*
O=C(O)CCC1C(=O)C2CCN1CC2 (stereo unspecified)	-9	-13	-3	-42	-20	9
Brc1cc(Br)c2ccccc2c1NC1=NCCN1	5	17	-26	10	3	-10
O=C([CH-]C(=O)c1ccccc1)c1ccccc1.[CH2-]C.[CH2-]C.[Tl+3]	60	52	x	55	36	37
COc1cc2c3c(c1O)-c1c(ccc(OC)c1OC)CC3N(C)CC2 (stereo unspecified)	-34	-24	-19	-72	-26	-25
Clc1ccc([C@H]2N[C@@H]2c2ccccn2)cc1	9	11	-8	-6	16	14
C/C(CCl)=N\NC1=NC2(CCCCC2)P(=O)(NNc2ncccn2)S1 (stereo unspecified)	6	4	0	15	12	20
c1ccc(C(c2ccccc2)c2ccncc2)cc1	6	3	8	13	-8	11
CCCCCC(N)CC(=O)O (stereo unspecified)	-2	9	8	10	-21	4
OC(c1ccccc1)C(c1ccccc1)N1CCCCC1 (stereo unspecified)	24	2	-11	10	-17	4
c1ccc2c(CNC3CCCCC3)c[nH]c2c1	-31	-35	2	-39	-60	-41
Cc1ccc(C(C)(C)C)c(OP(=S)(S)Oc2cc(C)ccc2C(C)(C)C)c1.[Pb]	-14	6	10	7	-2	-1
CCCCN1C(=O)C(=C/C=C/C=C2\Oc3ccccc3N2CCCS(=O)(=O)O)C(=O)N(CCCC)C1=S	-4	18	16	27	3	4
Cc1cc(Cl)ccc1OCC(=O)O	0	5	-25	0	10	12
O=C(O)c1cc(S(=O)(=O)F)ccc1O	5	2	-51	3	1	1
S=C(Nc1ccccc1)N1CC1	-6	-8	-12	-17	-22	-20

An excerpt. The share of hits here may be higher or lower than overall.
